Source: PubChem BioAssay (several laboratories)
GDH-TPI inh: GDH-TPI coupled enzyme inhibition counter-screen | GDH-TPI coupled enzyme counterscreen, NADH absorbance | inhibition, % at 4.8 µM | actives 1.2% (n = 360,000);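 also: 0% = DMSO wells and 100% = wells lacking the enzyme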
Rv3671c protease: inhibits the M. tuberculosis serine protease Rv3671c | P9WHR9 | inhibition, % at 5.96 µM | actives 0.048% (n = 320,000); in the data active = inhibition above about 38%;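 also: extracellular domain of Rv3671c used as enzyme; 0% = enzyme with DMSO and 100% = no enzyme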
MazF activator: MazEF (E. coli) toxin RNase activation; AID 504720; P0AE70; activation, % at 20 µM; actives 0.32% (n = 350,000); FAM/BHQ RNA-DNA oligo cleavage fluorescence, 5 h; in the data active = activation above about 50%
Target sequence (P0AE70 whole entry, looked up): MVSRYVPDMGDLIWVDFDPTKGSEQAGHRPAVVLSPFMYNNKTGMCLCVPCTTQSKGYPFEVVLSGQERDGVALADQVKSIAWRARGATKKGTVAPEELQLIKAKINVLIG
BoNT-F LC inh: BoNT F light chain protease inhibition; Multiplex microsphere protease cleavage assay, flow cytometry; inhibition, % at 10 µM; actives 0.22% (n = 360,000); AID 588497; in the data active = inhibition above about 35%, passing the limit was not always enough; inconclusive = no clear call, values can overlap the other calls; also: plate controls were buffer without enzyme for full effect and enzyme alone for no effect
FadD28 FP inh: blocks FadD28 binding to the bisubstrate probe; fluorescence polarization; inhibition, % at 12.5 µM; actives 0.22% (n = 360,000); in the data active = inhibition above about 8.5%, passing the limit was not always enough; inconclusive = no clear call, values can overlap the other calls
BioA inh: inhibitors of Mycobacterium tuberculosis BioA enzyme | inhibition, % at 9.99 µM | actives 0.096% (n = 360,000) | purified M. tuberculosis BioA enzyme, plate reader; in the data active = inhibition above about 40%; inconclusive = no clear call, values can overlap the other calls
CCHF vOTU inh: blocks the CCHF virus ovarian tumor domain protease; AID 651958; CCHFV vOTU protease, Pep-AMC fluorescence; actives 0.55% (n = 370,000); inhibition, % at 11.5 µM; also: 0% = vehicle wells with enzyme and 100% = no enzyme wells
Mtb FBA inh: inhibits M. tuberculosis FBA enzyme | P9WQA3 | purified M. tuberculosis FBA, fluorescence read-out | inhibition, % at 1 µM | actives 2.3% (n = 360,000); in the data active = inhibition above about 27%;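 also: 0% = vehicle and 100% = reference inhibitor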
Target sequence (P9WQA3 whole entry, looked up): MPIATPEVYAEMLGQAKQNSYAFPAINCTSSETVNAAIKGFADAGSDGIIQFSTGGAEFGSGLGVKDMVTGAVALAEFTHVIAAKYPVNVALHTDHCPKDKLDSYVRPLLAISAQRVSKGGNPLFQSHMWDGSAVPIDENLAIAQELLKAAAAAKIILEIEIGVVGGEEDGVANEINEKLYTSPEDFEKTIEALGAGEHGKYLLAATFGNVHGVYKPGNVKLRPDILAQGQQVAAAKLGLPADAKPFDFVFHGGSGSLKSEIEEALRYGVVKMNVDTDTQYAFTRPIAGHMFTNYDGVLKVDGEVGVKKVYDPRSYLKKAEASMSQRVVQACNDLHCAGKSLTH
VHR inh abs: inhibitors of human VHR1 phosphatase (DUSP3); recombinant VHR phosphatase, pNPP absorbance; inhibition, % at 13.3 µM; actives 0.52% (n = 290,000); AID 1654; in the data active = inhibition above about 50%; also: some compounds called inactive have numbers as strong as hits
Target sequence (P51452 whole entry, looked up): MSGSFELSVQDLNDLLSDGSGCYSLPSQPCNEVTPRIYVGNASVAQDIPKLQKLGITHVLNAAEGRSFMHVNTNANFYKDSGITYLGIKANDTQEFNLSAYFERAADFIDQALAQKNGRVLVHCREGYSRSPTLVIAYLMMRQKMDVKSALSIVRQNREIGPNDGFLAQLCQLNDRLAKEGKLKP
UGM FP inh: inhibitors of M. tuberculosis UDP-galactopyranose mutase; P9WIQ1; inhibition, % at 10 µM; purified UGM, fluorescence polarization probe displacement; actives 0.06% (n = 320,000); in the data active = inhibition above about 10%, passing the limit was not always enough; inconclusive = no clear call, values can overlap the other calls
Target sequence (P9WIQ1 whole entry, looked up): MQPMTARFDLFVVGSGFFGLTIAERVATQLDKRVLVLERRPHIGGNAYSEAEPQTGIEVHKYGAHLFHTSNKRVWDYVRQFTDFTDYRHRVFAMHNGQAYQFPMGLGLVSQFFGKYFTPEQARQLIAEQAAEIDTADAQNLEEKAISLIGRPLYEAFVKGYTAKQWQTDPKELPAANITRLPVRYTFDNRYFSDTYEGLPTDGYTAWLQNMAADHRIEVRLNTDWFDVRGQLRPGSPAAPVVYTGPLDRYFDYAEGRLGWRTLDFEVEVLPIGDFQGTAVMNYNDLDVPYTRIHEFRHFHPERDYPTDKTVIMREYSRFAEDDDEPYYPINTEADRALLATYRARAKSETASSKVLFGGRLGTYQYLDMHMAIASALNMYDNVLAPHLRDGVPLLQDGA
* = called active by the depositor; ? = inconclusive; nt = no result given; & = joins results of further samples. Rule as the data show it, unless noted: active = inhibition above about 30%; inactive = the rest. Rows were taken by chance (roughly 4.9% active in at least one column).

SMILES	GDH-TPI inh	Rv3671c protease	MazF activator	BoNT-F LC inh	FadD28 FP inh	BioA inh	CCHF vOTU inh	Mtb FBA inh	VHR inh abs	UGM FP inh
COC(=O)CSc1nnnn1-c1cccc2ccccc12	11	-14	10	-1	-3.2	-1.1	-17	-2	-12	-1.3
O=C(CSc1ccc(-c2ccccn2)nn1)c1ccc([N+](=O)[O-])cc1	3	12	6	-4	-0.8	nt	1	0	-12	-0.4
CCN(C(=O)COc1ncnc2ccccc12)C1CCCCC1	8	10	5	-11	-2.5	0.2	10	5	nt	2.5
O=C(c1ccc(F)cc1)N1CCN(C2CCC(c3ccccc3)CC2)CC1 (stereo not given)	4	-5	-1	2	-0.3	-0.6	0	-2	23	-1.1
CCCC(=O)Nc1ccccc1NC(=O)c1ccc(OC)cc1	12	3	0	1	-4.2	nt	-1	-4	24	-1.1
CCN(C(=O)CSc1nnc(C)n1-c1cccc(C)c1)C1CCS(=O)(=O)C1 (stereo not given)	-13	2	-1	4	-2.8	-1.3	5	0	nt	-1.3
CC1=C(C)C(=O)OC(C(C)C2CCC3C4CC=C5CC(OC6OC(COC7OC(CO)C(O)C(O)C7O)C(O)C(O)C6O)CC(O)C5(C)C4CCC23C)C1 (stereo not given)	1	0	7	2	-0.4	1.8	-1	0	7	2.7
CCCn1nc(C(=O)Nc2ccc3c(c2)OCCO3)c2ccccc2c1=O	4	-14	4	-4	-0.6	-0.1	-7	-2	nt	2.7
Cc1ccc(Cc2c(-c3ccc(F)cc3)nc3ccc(Cl)cn23)cc1	-11	nt	-28	2	-6.4	-0.8	-4	1	nt	nt
COc1ccccc1NC(=O)CN(c1ccc(C23CC4CC(CC(C4)C2)C3)cc1)S(C)(=O)=O	6	-8	-1	-8	-0.2	-1.2	25	2	15	1.3
C[C@@H]1CN([C@H](C)CO)C(=O)CCCn2nncc2CO[C@@H]1CN(C)S(=O)(=O)c1ccc(C#N)cc1	-7	nt	6	-5	-3.9	-1.9	-5	-3	nt	nt
COCCNC(=O)c1ccc2c(c1)nc(C)n2-c1cc(OC)c(OC)c(OC)c1	5	-1	-9	-5	-0.8	2.0	nt	3	27	-2.7
O=C(O)c1cc(S(=O)(=O)N2CCCc3ccccc32)ccc1Cl	-5	nt	1	28	-2.1	0.5	9	0	32	-1.2
CCN(CC)C1CCN(Cc2c(C(=O)N3CCCCCCC3)nc3ccc(Cl)cn23)C1 (stereo not given)	9	-5	-5	-6	nt	-3.2	-8	0	22	-1.4
COc1cc(OC)cc(C(=O)NNC(=O)C2CCC2)c1	1	nt	2	-7	-1.1	0.6	7	-1	nt	nt
CC(C(=O)NCC1CCCCC1)N(C)Cc1ccc(Cl)cc1 (stereo not given)	-10	11	0	2	-4.9	2.3	4	-1	14	-1.3
Cc1c(N=c2scc(-c3ccccc3)n2CCO)c(=O)n(-c2ccccc2)n1C	5	-3	3	-9	-1.4	1.1	-9	-1	20	2.2
CC(C)(C)OC(=O)N/N=C/c1c[nH]c2ccccc12	4	1	5	-5	-2.4	nt	4	2	2	2.4
O=C(Nc1ccc(C(=O)O)cc1)/C(=C\c1ccco1)NC(=O)c1ccco1	18	-12	6	8	-3.4	-2.8	6	-1	-7	4.9
Cc1ccc(NC2CCCN(C(=O)Cc3nonc3C)C2)cc1C (stereo not given)	5	3	-3	-4	-3.1	0.3	0	5	3	-0.3
Cc1ccc(C(=O)CSc2cnc3ccccc3n2)cc1C	14	-11	-24	-2	-1.0	nt	7	2	0	0.7
CCOC(=O)C1=NN(c2ccc([N+](=O)[O-])cc2)CC1C(=O)OC (stereo not given)	14	-1	-2	0	-3.5	nt	2	-5	-8	0.2
COc1cc(NC(=O)CN(C)CCOc2ccccc2)c(C)cc1[N+](=O)[O-]	16	-2	4	-38	-2.2	0.3	-3	-1	-4	0.3
COc1ccc(S(=O)(=O)NCCN2CCOCC2)cc1Br	15	3	4	-9	2.1	-2.2	0	2	17	0.7
CC1Cc2cc(S(=O)(=O)NCCc3ccccc3)ccc2N1C(=O)C1CC1 (stereo not given)	-7	-12	-1	-6	-2.5	nt	9	1	40	1.6
The listing continues.
SMILES	GDH-TPI inh	Rv3671c protease	MazF activator	BoNT-F LC inh	FadD28 FP inh	BioA inh	CCHF vOTU inh	Mtb FBA inh	VHR inh abs	UGM FP inh
CC1(C)CC(=O)C(C=NCCN2CCN(C3CC(=O)N(c4ccc(F)cc4)C3=O)CC2)=C(O)C1 (stereo not given)	13	7	5	3	0.6	1.4	-7	-3	21	-0.9
O=C(O)/C=C/C(=O)NNC(=O)c1ccccc1Br	-3	1	1	6	-1.2	nt	14	0	5	-1.1
COc1cccc(NC(=O)CN2C(=O)C3(OCCCO3)c3ccccc32)c1	4	-6	-1	1	-2.2	nt	nt	-2	17	1.9
C/C=C\C=C\C(=O)Nc1cccc(C2=NOC3(C2)C[C@H](C(N)=O)N(C(=O)c2ccccc2C(=O)c2ccccc2)C3)c1 (stereo not given in full)	nt	-34	-4	nt	nt	nt	nt	nt	0	1.6
Cc1ccc2nc(/C(C#N)=C\c3cc(O)ccc3[N+](=O)[O-])[nH]c2c1	10	-5	14	1	-1.2	nt	9	-2	-2	3.0
C=CCn1c(=O)/c(=C\c2ccsc2)s/c1=C(/C#N)C(=O)NCCN1CCOCC1	8	2	-1	-8	1.0	-5.9	nt	1	-7	?
COc1cc(NC(=O)C(F)(F)F)cc(OC)c1	7	1	12	-5	-0.1	-1.0	-4	-1	32	0.5
CN(c1ccc(C(=O)NCc2cccs2)cc1)S(=O)(=O)c1ccccc1	-8	-1	-2	-6	-2.0	nt	3	0	1	-0.1
O=C1/C(=C/c2ccccc2[N+](=O)[O-])COc2ccccc21	0	-2	-3	-2	-1.5	0.5	14	8	9	-2.3
CC1CC(c2ccccc2)NS(=O)(=O)O1 (stereo not given)	1	-4	12	-7	-0.3	-1.5	-16	2	5	-1.3
COc1ccc(NC(=O)c2nc[nH]c2C(=O)N(C)CCO)cc1	8	nt	-2	-6	-1.8	0.5	0	1	nt	nt
Cc1ccc(SCCC(=O)Nc2ccc(OCc3ccccc3)cc2)cc1	12	-5	4	-3	-0.4	nt	7	-2	-2	-1.4
O=C(NCc1ccncc1)Nc1ccccc1	-3	3	2	-8	-1.5	-1.8	1	1	16	0.4
Fc1cccc(CNC2CCN(CCc3ccccc3)CC2)c1	-2	nt	5	?	0.1	5.8	6	2	-24	2.1
O=C(COc1ccc2oc(-c3ccccc3)cc(=O)c2c1)NCc1ccco1	6	-5	-2	-15	-4.6	-1.4	nt	30*	7	2.3
CCC(C)NC(=O)CC1Oc2ccc(C)cc2NC1=O (stereo not given)	-4	-2	5	-10	-0.6	-3.1	3	1	-2	-2.4
CCC(CC)c1nnc(NC(=O)C23CC4CC(CC(NC(C)=O)(C4)C2)C3)s1	-3	0	6	2	-2.1	21	-1	0	41	-0.1
COc1ccc(N2Cc3ccccc3/C2=N\C(=O)Nc2ccccc2)cc1	-2	5	13	-2	-3.2	nt	-7	0	11	-2.4
CCc1ccc(NC(=O)C2CCCN2C(=O)NC2CCCCC2)cc1 (stereo not given)	2	3	3	1	-1.3	7.3	12	5	7	-0.5
S=c1[nH]nc(C2CCCCC2)n1/N=C/c1cccc(Br)c1	-8	-3	-5	20	-2.8	-0.4	2	3	26	0.5
O=C(Oc1ccccc1Cl)c1ccc2c(=O)n3c(nc2c1)CCC3	-7	-16	9	-2	-11	nt	2	0	nt	-2.1
CN1CCN(C(=S)NC(=O)c2ccc(S(=O)(=O)N3CCOCC3)cc2)CC1	2	-6	6	0	-0.9	nt	-4	2	30	0.6
O=C(/C=C/c1ccccc1[N+](=O)[O-])Nc1cccc(S(=O)(=O)NC2=NCCCCC2)c1	22	1	13	-2	-1.0	0.1	10	6	nt	nt
CCOc1ccccc1CNS(=O)(=O)c1ccc2[nH]c(=O)sc2c1	-3	-2	-3	-6	-3.5	3.9	7	7	-16	2.5
Cc1cccc(/C=C(\C(=O)O)c2ccc(S(=O)(=O)N3CCCC3)s2)c1	19	-3	-15	-6	-1.5	1.0	15	1	nt	0.8
Later entries.
SMILES	GDH-TPI inh	Rv3671c protease	MazF activator	BoNT-F LC inh	FadD28 FP inh	BioA inh	CCHF vOTU inh	Mtb FBA inh	VHR inh abs	UGM FP inh
CSc1ccccc1NC(=O)CSc1n[nH]c(C)c1[N+](=O)[O-]	0	-3	-2	-2	-3.7	nt	-4	-2	-5	-2.5
C[C@@H]1CN([C@H](C)CO)C(=O)CCCn2nncc2CO[C@H]1CN(C)S(=O)(=O)c1ccc2c(c1)OCCCO2	5	nt	6	-5	1.6	-0.7&2.2	-3	2	nt	nt
O=C(CNC(=O)c1ccccc1Cl)c1ccccc1	-5	1	7	-3	-0.3	-0.4	-6	1	9	-6.5
O=C1OC(C(=O)NCc2ccccc2)Cc2ccccc21 (stereo not given)	4	3	0	2	0.8	nt	-16	-2	-2	0.4
O=C(CCc1nc2ccccc2c(=O)[nH]1)Nc1ccccc1N1CCCC1	-11	-1	-2	-8	0.2	2.8	-3	0	nt	-1.2
Cc1ccccc1-n1c(SCc2csc(Nc3ccccc3)n2)nnc1-c1cccnc1	-6	-1	2	4	-5.1	1.4	-4	-2	15	-4.6
CCc1ccc(NC(=O)c2cnc(N3CCN(c4ccccn4)CC3)c3ccccc23)cc1	6	-17	3	-6	-1.8	nt	-4	1	21	3.4
CCc1ccc2oc(=O)cc(CN3CCN(c4ccc(F)cc4)CC3)c2c1	1	-9	9	-5	-6.0	-1.5	1	-1	25	1.4
Cc1ccc(S(=O)(=O)N2CCC[C@H]2C(=O)Oc2ccccc2)cc1	1	nt	4	1	-3.0	nt	6	0	nt	nt
NC(=N\N=CCc1ccccc1)/C(N)=N/N=CCc1ccccc1	8	nt	2	-7	-4.3	0.0	5	-5	nt	nt
Cc1c(C(=O)Oc2cccc3ccccc23)cnn1-c1ccccc1	-8	-7	1	-2	-3.9	-0.4	2	-2	7	0.2

At a glance, 13 of the compounds above:
SMILES	GDH-TPI inh	Rv3671c protease	MazF activator	BoNT-F LC inh	FadD28 FP inh	BioA inh	CCHF vOTU inh	Mtb FBA inh	VHR inh abs	UGM FP inh
CCOc1ccccc1CNS(=O)(=O)c1ccc2[nH]c(=O)sc2c1	-3	-2	-3	-6	-3.5	3.9	7	7	-16	2.5
Cc1cccc(/C=C(\C(=O)O)c2ccc(S(=O)(=O)N3CCCC3)s2)c1	19	-3	-15	-6	-1.5	1.0	15	1	nt	0.8
CSc1ccccc1NC(=O)CSc1n[nH]c(C)c1[N+](=O)[O-]	0	-3	-2	-2	-3.7	nt	-4	-2	-5	-2.5
C[C@@H]1CN([C@H](C)CO)C(=O)CCCn2nncc2CO[C@H]1CN(C)S(=O)(=O)c1ccc2c(c1)OCCCO2	5	nt	6	-5	1.6	-0.7&2.2	-3	2	nt	nt
O=C(CNC(=O)c1ccccc1Cl)c1ccccc1	-5	1	7	-3	-0.3	-0.4	-6	1	9	-6.5
O=C1OC(C(=O)NCc2ccccc2)Cc2ccccc21 (stereo not given)	4	3	0	2	0.8	nt	-16	-2	-2	0.4
O=C(CCc1nc2ccccc2c(=O)[nH]1)Nc1ccccc1N1CCCC1	-11	-1	-2	-8	0.2	2.8	-3	0	nt	-1.2
Cc1ccccc1-n1c(SCc2csc(Nc3ccccc3)n2)nnc1-c1cccnc1	-6	-1	2	4	-5.1	1.4	-4	-2	15	-4.6
CCc1ccc(NC(=O)c2cnc(N3CCN(c4ccccn4)CC3)c3ccccc23)cc1	6	-17	3	-6	-1.8	nt	-4	1	21	3.4
CCc1ccc2oc(=O)cc(CN3CCN(c4ccc(F)cc4)CC3)c2c1	1	-9	9	-5	-6.0	-1.5	1	-1	25	1.4
Cc1ccc(S(=O)(=O)N2CCC[C@H]2C(=O)Oc2ccccc2)cc1	1	nt	4	1	-3.0	nt	6	0	nt	nt
NC(=N\N=CCc1ccccc1)/C(N)=N/N=CCc1ccccc1	8	nt	2	-7	-4.3	0.0	5	-5	nt	nt
Cc1c(C(=O)Oc2cccc3ccccc23)cnn1-c1ccccc1	-8	-7	1	-2	-3.9	-0.4	2	-2	7	0.2
